Screening data as filed in PubChem.
MITF inh: MITF inhibitors, primary screen, biochemical, AlphaScreen, human; Microphthalmia-associated transcription factor (Homo sapiens), O75030; inhibition, % at 2.6 µM; 0.91% of 650,000 active; AlphaScreen MITF homodimerization, bead proximity signal; in the data active = inhibition above about 50%;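 note: 0% = vehicle wells with protein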
GPR151 ag: activators of human GPR151, primary screen, cell-based, PathHunter beta-arrestin, luminescence; PathHunter beta-arrestin GPR151 cells; G-protein coupled receptor 151 (Homo sapiens), Q8TDV0; AID 1508602, 2020; activation, % at 11.2 µM; 1% of 650,000 active; in the data active = activation above about 4.9%;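 note: 0% = median of compound wells and 100% = cells with positive control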
Target sequence (Q8TDV0 whole entry, looked up): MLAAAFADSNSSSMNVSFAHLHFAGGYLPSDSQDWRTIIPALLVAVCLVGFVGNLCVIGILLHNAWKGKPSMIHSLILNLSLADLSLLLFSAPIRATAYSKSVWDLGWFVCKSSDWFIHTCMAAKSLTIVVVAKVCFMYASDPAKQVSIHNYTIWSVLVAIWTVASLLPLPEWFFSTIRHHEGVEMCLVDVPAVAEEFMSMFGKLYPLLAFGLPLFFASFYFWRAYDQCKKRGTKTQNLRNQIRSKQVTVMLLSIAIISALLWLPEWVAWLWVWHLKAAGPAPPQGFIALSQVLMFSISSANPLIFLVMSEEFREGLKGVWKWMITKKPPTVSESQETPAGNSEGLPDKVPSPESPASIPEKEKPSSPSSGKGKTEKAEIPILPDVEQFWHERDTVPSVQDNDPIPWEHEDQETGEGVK
TEAD-YAP inh: TEAD-YAP interaction inhibition, primary screen, TEAD-YAP interaction inhibitor project, luminescence, HEK-TIYL cells. TEAD-Gal4/YAP UAS-luciferase luminescence. inhibition, % at 9.12 µM. 1.4% of 640,000 active. AID 1259422, 2018; in the data active = inhibition above about 32%;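 note: 0% = median of test compound wells and 100% = reference inhibitor wells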
FBW7 act: FBW7 E3 ligase activators, primary screen, biochemical, AlphaScreen, human; AlphaScreen FBW7–phospho-cyclin E peptide binding, activator screen; F-box/WD repeat-containing protein 7 (Homo sapiens), Q969H0; 0.13% of 650,000 active; normalized activity (activation), % at 26.1 µM; in the data active = normalized activity above about 1.9%;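 note: purified mutant Fbw7 with reduced substrate affinity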
Target sequence (Q969H0 whole entry, looked up): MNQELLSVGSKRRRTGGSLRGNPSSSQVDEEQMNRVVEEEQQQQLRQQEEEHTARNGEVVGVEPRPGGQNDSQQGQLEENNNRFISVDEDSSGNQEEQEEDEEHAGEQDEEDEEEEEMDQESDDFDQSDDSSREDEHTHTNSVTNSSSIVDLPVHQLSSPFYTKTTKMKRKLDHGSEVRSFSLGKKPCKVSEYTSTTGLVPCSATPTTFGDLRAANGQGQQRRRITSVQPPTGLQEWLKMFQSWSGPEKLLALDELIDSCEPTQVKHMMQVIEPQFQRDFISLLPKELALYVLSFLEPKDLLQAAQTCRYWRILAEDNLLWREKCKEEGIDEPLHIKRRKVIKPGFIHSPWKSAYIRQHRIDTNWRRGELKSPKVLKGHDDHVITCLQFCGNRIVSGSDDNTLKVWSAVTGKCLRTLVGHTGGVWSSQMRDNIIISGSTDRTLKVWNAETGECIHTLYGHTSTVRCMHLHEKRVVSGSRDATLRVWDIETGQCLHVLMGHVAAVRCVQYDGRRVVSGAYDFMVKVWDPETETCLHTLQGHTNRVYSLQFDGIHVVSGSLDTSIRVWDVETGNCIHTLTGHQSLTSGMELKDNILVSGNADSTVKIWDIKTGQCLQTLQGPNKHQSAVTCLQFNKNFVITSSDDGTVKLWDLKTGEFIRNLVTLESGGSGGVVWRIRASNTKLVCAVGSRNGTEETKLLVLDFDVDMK
Active calls of the source: *.

Assay codes – A = MITF inh; B = GPR151 ag; C = TEAD-YAP inh; D = FBW7 act
1. O=c1[nH]c(=O)n(CCc2ccccc2)c2nc[nH]c12
  A: 5 | B: -1.1 | C: 0 | D: 0.0

2. CCc1[nH]nc2c1C(c1ccccc1Cl)C(C#N)=C(N)O2 (stereo unspecified)
  A: -5 | B: -0.7 | C: 1 | D: 0.1

3. COc1ccc(-n2nc(C(=O)NCC(=O)N3CCCCCC3)c3ccccc3c2=O)cc1OC
  A: 10 | B: -0.5 | C: -4 | D: 0.1

4. c1ccc(OCCNc2nc(NCc3ccc4c(c3)OCO4)nc3c2ncn3-c2ccccc2)cc1
  A: -1 | B: -3.5 | C: -5 | D: -0.1

5. O=C(c1ccc(N2CC3CC(C2)c2cccc(=O)n2C3)c(NS(=O)(=O)c2ccc(F)cc2)c1)N1CCN(c2ccc(F)cc2)CC1 (stereo unspecified)
  A: 15 | B: 1.6 | C: 6 | D: 0.6

6. O=C(CSc1ccccc1C(=O)O)NCc1cccc(Cl)c1
  A: 12 | B: -0.1 | C: 4 | D: 0.7

7. Cc1ccc2c(c1)/C(=C/c1ccccc1Cl)C(=O)N2
  A: 5 | B: 0.8 | C: -3 | D: 0.0

8. O=C(Cc1ccccc1)NC(=S)N1CCCc2ccccc21
  A: 9 | B: -0.6 | C: 18 | D: -0.3

9. COc1ccc(NC(=O)c2oc3ccccc3c2NC(=O)C2CC2)c(OC)c1
  A: -1 | B: -0.1 | C: -3 | D: 0.1

10. COc1ccc(Nc2nc(-c3ccc(Cl)cc3)cs2)cc1
  A: 19 | B: -0.6 | C: -68 | D: -0.1

11. COc1ccc(C2=NS(=O)(=O)N(C)C(C(=O)Nc3ccc(C)cc3)=C2)cc1
  A: 19 | B: -0.7 | C: -2 | D: 0.3

12. CC(=O)Nc1ccc(NC(=O)C(Cl)(Cl)Cl)cc1
  A: 13 | B: 0.2 | C: 4 | D: 0.1

13. CN(C1CCCCC1)S(=O)(=O)c1ccc(S(=O)(=O)NCCc2ccncc2)cc1
  A: -8 | B: 0.3 | C: -2 | D: 0.2

14. Cc1cc(=O)n2nc(N3CCCC3C(=O)Nc3ccc(C(C)C)cc3)sc2n1 (stereo unspecified)
  A: -17 | B: 0.5 | C: -4 | D: 0.2

15. O=C(Nc1ccc(Cl)c(Cl)c1)c1cnn2cccnc12
  A: 8 | B: -0.6 | C: -75 | D: -0.1

16. COc1ccc(OC)c(C2c3c(oc4ccc(C)cc4c3=O)C(=O)N2CCCN(C)C)c1 (stereo unspecified)
  A: 11 | B: -0.2 | C: 5 | D: 0.8

17. CCOC(=O)c1sc2nc(SCC(=O)N(C)Cc3ccccc3)n(Cc3ccccc3Cl)c(=O)c2c1C
  A: -1 | B: 0.7 | C: -7 | D: -0.1

18. CCOc1cc(C(=O)NCc2nnc(SCC(=O)Nc3nccs3)n2-c2cccc(C)c2)cc(OCC)c1OCC
  A: 4 | B: -0.6 | C: -11 | D: 0.0

19. CCc1ccc(NC(=O)c2cc(S(=O)(=O)N3CCN(c4ccc(C)cc4)C(C)C3)ccc2F)cc1 (stereo unspecified)
  A: -9 | B: -0.9 | C: 4 | D: 0.0

20. COc1cc(=O)[nH]c(SCc2ccccc2)n1
  A: 3 | B: 1.7 | C: -2 | D: 0.7

21. COc1cccc(CN(C(=O)CCl)C23CC4CC(CC(C4)C2)C3)c1
  A: 2 | B: 0.4 | C: 7 | D: 0.1

22. O=C(CCc1nnc(CCCCc2ccccc2)o1)NC(c1cccnc1)C(F)(F)F (stereo unspecified)
  A: 7 | B: 0.1 | C: -1 | D: 0.1

23. Cc1ccccc1CC1(CO)CCCN(C(=O)c2ccc3ncccc3c2)C1 (stereo unspecified)
  A: 2 | B: 0.2 | C: -16 | D: 0.1

24. COc1ccc(N2CCN(C(=O)CN(c3ccccc3OC)S(C)(=O)=O)CC2)cc1
  A: -11 | B: -0.9 | C: 6 | D: -0.1

25. CCOc1ccc2nc(Cl)c(CN(Cc3ccco3)C(=O)N(C)C)cc2c1
  A: 11 | B: -0.1 | C: -2 | D: -0.1

26. CCOC(=O)C1=CN(c2ccc(C)cc2)C=C(C(=O)OCC)C1c1cccc(OCC)c1
  A: -5 | B: -1.1 | C: 1 | D: 0.1

27. CS(=O)(=O)N(CC(=O)Nc1ccc(CC#N)cc1)c1cccc(F)c1
  A: 5 | B: -1.4 | C: 1 | D: 0.0

28. O=[N+]([O-])c1cccc(OCCOCCOc2cccc([N+](=O)[O-])c2)c1
  A: 4 | B: 1.0 | C: -5 | D: 0.1

29. CSCCC(NC(=O)/C(=C/c1ccc(Cl)cc1)NC(=O)c1ccco1)C(=O)O (stereo unspecified)
  A: 1 | B: 0.5 | C: -8 | D: 0.1

30. CCOC(=O)CC(NCc1ccc(Cl)c([N+](=O)[O-])c1)c1cccs1 (stereo unspecified)
  A: 0 | B: -0.4 | C: -1 | D: 0.0

31. Cc1onc(-c2ccccc2)c1C(=O)Nc1cc2cc([N+](=O)[O-])ccc2oc1=O
  A: -10 | B: -0.7 | C: 2 | D: -0.1

32. Cc1ccc(C2C(C#N)=C(N)N(N3CCOCC3)C3=C2C(=O)CC(C)(C)C3)cc1 (stereo unspecified)
  A: 0 | B: 0.5 | C: -4 | D: -0.1

33. CCSc1nnc(NC(=O)c2ccc(Br)s2)s1
  A: 20 | B: -1.3 | C: -5 | D: 0.2

34. COc1cc(OC)c(-c2nc(-c3ccccc3)c(-c3ccccc3)[nH]2)cc1OC
  A: 10 | B: 1.6 | C: 0 | D: -0.2

35. Cc1ccc(/C=N\NC(=O)C(O)(c2ccccc2)c2ccccc2)o1
  A: 13 | B: -0.6 | C: 11 | D: 0.2

36. COC(=O)C1=C(C)N(C)C(=O)/C1=C\c1ccc(C(=O)OC)cc1
  A: 23 | B: -0.2 | C: 1 | D: 0.1

37. CCOC(=O)c1c(NC(=O)c2c(-c3ccccc3Cl)noc2C)sc2c1CCCC2
  A: 7 | B: 0.8 | C: 0 | D: -0.1

38. Cc1ccc(-n2nc(C)cc2N)cc1
  A: 5 | B: -0.3 | C: -14 | D: -0.1

39. COc1ccccc1C(=O)Nc1c(C)cc(C)c2cccnc12
  A: 9 | B: -0.4 | C: 6 | D: 0.1

40. COc1ccc(C(=O)NCCSC)cc1OC1CCN(C(C)=O)CC1
  A: -7 | B: 1.8 | C: -6 | D: -0.1

41. O=[N+]([O-])c1ccc(O)c(/C=N/c2nc3ccccc3[nH]2)c1
  A: -7 | B: 0.5 | C: 2 | D: 0.0

42. COc1cc(OC)c(/C=N/n2cnnc2)c(OC)c1
  A: 9 | B: -0.7 | C: 10 | D: 0.0

43. Cc1ccc([N+](=O)[O-])cc1N=Cc1nc(-c2ccc(Br)cc2)oc1O
  A: 13 | B: -1.9 | C: 0 | D: -0.1

44. COc1ccc(Cl)cc1C(=O)Nc1c(C)ccc2nsnc12
  A: 5 | B: -0.3 | C: 6 | D: -0.2

45. CCC1CCCCN1S(=O)(=O)c1ccc(C(=O)Nc2nnc(-c3ccc(OC)cc3)o2)cc1 (stereo unspecified)
  A: 21 | B: -1.8 | C: 7 | D: 0.1

46. O=C(N1CCOCC1)N1CCc2nc3ccccn3c(=O)c2C1
  A: 0 | B: -1.0 | C: -3 | D: -0.1

47. COCCn1cnc2sc(C(=O)N3CCCCC3C)c(C)c2c1=O (stereo unspecified)
  A: 12 | B: 0.6 | C: 8 | D: 0.1

48. CCCN1C(=O)c2cc(C(=O)NCCc3ccc(OC)c(OC)c3)ccc2C1O (stereo unspecified)
  A: 6 | B: 0.7 | C: 1 | D: -0.1

49. COc1ccc(Cc2nc(C)cc(Cl)n2)cc1[N+](=O)[O-]
  A: 11 | B: -0.6 | C: -2 | D: -0.1

50. Cc1occc1C(=O)NC(C)C(C)(C)C (stereo unspecified)
  A: -11 | B: 1.2 | C: 0 | D: -0.2

51. Cc1ccc(/C(N)=N/OC(=O)COc2ccc3ccccc3c2)cc1
  A: 4 | B: 4.2 | C: 9 | D: 0.3

52. CCOc1ccc(/C=N/n2c(C)cc(C)c(C#N)c2=O)cc1
  A: 21 | B: 1.5 | C: -2 | D: -0.1

53. Cc1ccc(S(=O)(=O)CCSc2cccc(C(=O)O)c2)cc1
  A: 7 | B: 1.1 | C: 14 | D: 0.1

54. COCCNc1ncc(-c2cccs2)n2ccnc12
  A: -6 | B: -1.3 | C: -63 | D: -0.6

55. CC(=O)C1=C(C)NC(SCC(=O)c2ccc(C)cc2)=C(C#N)C1c1ccccc1 (stereo unspecified)
  A: 5 | B: 0.9 | C: -10 | D: 0.4

56. O=C1OC(OC(=O)c2ccccc2)C(Nc2ccc([N+](=O)[O-])cc2)=C1Cl (stereo unspecified)
  A: 9 | B: -1.7 | C: -4 | D: -0.3

57. CCOc1cccc2sc(NC(=O)CC)nc12
  A: -3 | B: 0.7 | C: 12 | D: 0.1

58. COc1ccccc1C(NC(=O)C1CCC(OC)CC1)c1nccn1C (stereo unspecified)
  A: -17 | B: 0.3 | C: 6 | D: 0.1

59. Cc1ccc(C(=O)N2CCCC(N3CCC(CO)CC3)C2)cn1 (stereo unspecified)
  A: 5 | B: 0.7 | C: -1 | D: 0.1

60. COc1cc(C(=O)NC(=S)Nc2cccc3c2C(=O)NC3=O)cc(OC)c1OC
  A: 1 | B: 1.7 | C: 8 | D: 0.0

Arranged by molar mass (ascending): four of the compounds above
Assay codes – A = MITF inh; B = GPR151 ag; C = TEAD-YAP inh; D = FBW7 act
8. O=C(Cc1ccccc1)NC(=S)N1CCCc2ccccc21
  A: 9 | B: -0.6 | C: 18 | D: -0.3

48. CCCN1C(=O)c2cc(C(=O)NCCc3ccc(OC)c(OC)c3)ccc2C1O (stereo unspecified)
  A: 6 | B: 0.7 | C: 1 | D: -0.1

60. COc1cc(C(=O)NC(=S)Nc2cccc3c2C(=O)NC3=O)cc(OC)c1OC
  A: 1 | B: 1.7 | C: 8 | D: 0.0

29. CSCCC(NC(=O)/C(=C/c1ccc(Cl)cc1)NC(=O)c1ccco1)C(=O)O (stereo unspecified)
  A: 1 | B: 0.5 | C: -8 | D: 0.1

The results go on:
Assay codes – A = MITF inh; B = GPR151 ag; C = TEAD-YAP inh; D = FBW7 act
61. COc1ccc(C2CC(C(F)(F)F)n3nc(C(=O)Nc4cccc(C)c4C)cc3N2)cc1OC (stereo unspecified)
  A: 5 | B: -0.1 | C: 6 | D: -0.1

62. COCCCNCCOCCOc1cccc(C)c1
  A: 28 | B: 0.2 | C: 6 | D: -0.2

63. COc1cccc2cc(-c3csc(Nc4ccc(Cl)cc4Cl)n3)c(=O)oc12
  A: -3 | B: -0.9 | C: -5 | D: 0.0

64. Cn1c(=O)cc(Nc2ccc(F)c(Cl)c2)c2ccccc21
  A: -9 | B: -0.7 | C: 6 | D: 0.1

65. CC(C)c1ccc(/C=C/c2cc(=O)n3ccsc3n2)cc1
  A: -6 | B: -1.1 | C: 5 | D: 0.1

66. O=C(CSc1nc2ccccc2s1)N1c2ccccc2Sc2ccc(Cl)cc21
  A: 10 | B: 0.7 | C: -2 | D: 0.5

67. COc1ccc(-n2c(-c3ccc(Br)cc3)cn3c4c(=O)n(C)c(=O)n(C)c4nc23)cc1
  A: 15 | B: 1.6 | C: 5 | D: 0.0

68. O=c1[nH][nH]c(=O)c2ccccc12
  A: 0 | B: -0.5 | C: -16 | D: 0.5

69. O=C(Nc1ccc(Br)cc1)C(=O)C1C(=O)Nc2ccccc21 (stereo unspecified)
  A: 6 | B: 0.2 | C: 3 | D: 0.4

70. Cc1ccc(C)c(Nc2nc(-c3ccccc3)cs2)c1
  A: 27 | B: -1.2 | C: -63 | D: -0.2

71. Cc1ccc(-n2nc3c(=O)n(CC(=O)O)nc(C)c3c2C)c(C)c1
  A: 2 | B: 0.5 | C: 2 | D: 0.3

72. O=C(O)c1ccc(SC2CCCCC2)c([N+](=O)[O-])c1
  A: 22 | B: 0.2 | C: 28 | D: 0.5

73. CCCN1Cc2cccc(C(=O)Nc3ccc(OC)c(OC)c3)c2C1=O
  A: -10 | B: 1.2 | C: -4 | D: 0.4

74. CCOC(=O)c1c(NC(=O)c2ccccc2OC)sc(C)c1C
  A: -7 | B: -1.4 | C: 2 | D: -0.2

75. COc1cccc(-c2nc3ccccc3c(=O)n2NC(=O)c2ccc(Cl)c(Cl)c2)c1
  A: 11 | B: 1.6 | C: 1 | D: 0.0

76. c1ccc(CNc2ncnc3nc(Nc4ccc(N5CCOCC5)cc4)[nH]c23)cc1
  A: 10 | B: -0.9 | C: 4 | D: 0.0

77. CCCCOc1ccc(C(=O)Nc2nnc(-c3ccccc3OC)s2)cc1
  A: 16 | B: -0.1 | C: 8 | D: 0.2

78. Cc1cccc(NC(=O)CSc2nc3ccccc3c(=O)n2-c2ccccc2)c1C
  A: 1 | B: -0.4 | C: 9 | D: -0.1

79. Cc1cccc(OC(C)C(=O)Nc2ccc(S(=O)(=O)N3CCOCC3)cc2)c1 (stereo unspecified)
  A: 9 | B: -0.1 | C: -3 | D: -0.2

80. CS(=O)(=O)c1ncc(Cl)c(C(=O)NCCc2ccc(S(N)(=O)=O)cc2)n1
  A: 12 | B: 0.1 | C: 4 | D: 0.1

81. N#CCSc1nc2ccccc2c(=O)n1CC1CCC(C(=O)NCCc2ccccc2)CC1 (stereo unspecified)
  A: 0 | B: 0.9 | C: 5 | D: 0.0

82. CCOC(=O)C1CCN(Cc2cn3c(-c4ccc(Br)cc4)nnc3s2)CC1
  A: 15 | B: -0.2 | C: 13 | D: 0.1

83. COc1ccc(-c2noc(-c3cccc([N+](=O)[O-])c3)n2)cc1
  A: 8 | B: -1.0 | C: -2 | D: 0.1
